Assay outcomes as filed in PubChem.
TAAR1 agonist: human TAAR1 agonists, primary screen, Fluo-8 calcium fluorescence, CHO RD-HGA16 cells | activation, % at 3 µM | AID 624467, 2012 | Trace amine-associated receptor 1 (Homo sapiens), Q96RJ0 | vehicle wells 0%, saturating PEA agonist 100% | actives 0.99% (n = 360,000);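 active means activation above the mean activation of all test compounds in the run plus 3 SD, cut at about 38% in these data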
Target sequence (Q96RJ0 whole entry, looked up): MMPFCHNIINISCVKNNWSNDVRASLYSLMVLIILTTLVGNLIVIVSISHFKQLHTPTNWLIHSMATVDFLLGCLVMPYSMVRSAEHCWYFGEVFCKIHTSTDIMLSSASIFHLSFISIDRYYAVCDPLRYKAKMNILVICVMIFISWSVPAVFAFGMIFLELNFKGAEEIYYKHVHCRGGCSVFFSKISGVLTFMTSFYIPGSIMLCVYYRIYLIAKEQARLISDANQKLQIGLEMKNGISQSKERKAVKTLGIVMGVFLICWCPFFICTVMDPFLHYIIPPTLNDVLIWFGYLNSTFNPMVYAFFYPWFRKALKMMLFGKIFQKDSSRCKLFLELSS
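Assay system – CHO-derived RD-HGA16 cells with stable Gα16 and human TAAR1 · Compound dosing – one-point dosing at 3 µM (nominal) · Incubation – 17-24 h seeding, 75 min 37 °C dye, 30 min RT · Measured by – kinetic Fluo-8 calcium fluorescence · Control set – DMSO vehicle as 0%, PEA at EC100 as 100% · Repeats – single well for each compound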
CHO-K1 Ca PAM: nonselective calcium activators in parental CHO-K1 cells, primary screen, counter-screen for M1 PAM project, cell-based, Fluo-8 calcium fluorescence, full deck, 1536-well. ATP EC20; 0% at ATP EC20, 100% at ATP max. activation, % at 3 µM. actives 0.02% (n = 360,000);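 active means activation above the run cutoff, the mean activation of all test compounds plus 3 SD, cut at about 40% in these data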;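 further: peak over basal fluorescence ratio in a 140 s read after ATP addition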
CHO parental Ca: ATP-evoked calcium signal inhibitors, parental CHO, primary screen, counter-screen for OX1R antagonist project, cell-based, fluorescence, Fluo-8 calcium dye | actives 0.63% (n = 330,000) | AID 463079, 2010 | parental CHO-K1, ATP-induced calcium, Fluo-8 fluorescence | inhibition, % at 5.6 µM;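 active means inhibition above that plate's mean sample inhibition plus 3 SD, cut at about 26% in these data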;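 further: 0% = ATP-challenged DMSO wells and 100% = DMSO wells without ATP; some compounds past the cut are filed as inactive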
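material = parental CHO cells | also added = ATP as calcium-mobilizing challenge | dosing = single point at 5.6 µM | detection = intracellular calcium via Fluo-8 no-wash fluorescent dye | read-out = % inhibition | benchmarks = low control ATP plus DMSO, high control DMSO only | repeats = one well per compound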
M1 ag parental: counter-screen for M1 agonists: effect in parental CHO-K1 cells; Fluo-8 calcium fluorescence; scaled to maximal ATP response, vehicle zero; activation, % at 3 µM; actives 0.48% (n = 360,000); in the data active means activation above about 15%;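 further: untransfected CHO-K1 host cells lacking M1 receptor as counterscreen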
M1 antag: human M1 muscarinic receptor antagonists, primary screen, CHO-K1 cells, Fluo-8 calcium fluorescence, 1536-well; Muscarinic acetylcholine receptor M1 (Homo sapiens), P11229; CHO-K1 hM1, ACh EC80 antagonist; inhibition, % at 3 µM; actives 1.3% (n = 360,000); AID 588852, 2011;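 active means percent inhibition above its own plate's cutoff, namely the mean of that plate's compound wells plus 3 SD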;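 further: peak over basal fluorescence ratio during 140 s after agonist addition; 0% = ACh EC80 plus DMSO and 100% = DMSO alone without agonist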
Target sequence (P11229 whole entry, looked up): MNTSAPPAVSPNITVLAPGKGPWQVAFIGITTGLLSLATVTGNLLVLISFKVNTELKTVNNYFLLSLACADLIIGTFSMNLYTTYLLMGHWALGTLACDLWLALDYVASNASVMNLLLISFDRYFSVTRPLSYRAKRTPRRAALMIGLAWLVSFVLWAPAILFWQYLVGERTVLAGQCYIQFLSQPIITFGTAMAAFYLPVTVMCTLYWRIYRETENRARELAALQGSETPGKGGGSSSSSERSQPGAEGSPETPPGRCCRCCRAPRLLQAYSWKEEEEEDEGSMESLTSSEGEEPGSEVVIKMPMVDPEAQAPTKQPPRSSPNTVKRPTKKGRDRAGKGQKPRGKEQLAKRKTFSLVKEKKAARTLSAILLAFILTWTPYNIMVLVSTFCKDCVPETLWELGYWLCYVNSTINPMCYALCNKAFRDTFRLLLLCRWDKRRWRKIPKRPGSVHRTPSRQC
M1 PAM: human M1 muscarinic receptor positive allosteric modulators, primary screen, CHO-K1 cells, Fluo-8 calcium fluorescence, 1536-well; activation, % at 3 µM; Muscarinic acetylcholine receptor M1 (Homo sapiens), P11229; CHO-K1 hM1, ACh EC20; 0% = ACh EC20, 100% = maximal ACh; actives 0.088% (n = 360,000); in the data active means activation above about 19%, passing the limit was not always enough
CHO-K1 Ca antag: nonselective inhibitor or artifact in parental CHO-K1 cells. ATP-induced calcium, Fluo-8 fluorescence. inhibition, % at 3 µM. actives 0.6% (n = 360,000);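 active means inhibition above a per-plate cutoff, the plate's mean sample inhibition plus 3 SD, cut at about 24% in these data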;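 further: 0% = DMSO plus EC80 ATP and 100% = DMSO alone without ATP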
TAAR1 antagonist: human TAAR1 antagonists, primary screen, Fluo-8 calcium fluorescence, CHO RD-HGA16 cells; Trace amine-associated receptor 1 (Homo sapiens), Q96RJ0; antagonist; inhibition, % at 3 µM; actives 1.5% (n = 360,000);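 active means inhibition above a per-plate cutoff, the mean inhibition of test compounds on that plate plus 3 SD, cut at about 49% in these data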;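 further: 0% = DMSO plus EC80 beta-PEA response and 100% = DMSO alone without agonist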
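Material: CHO RD-HGA16 cells bearing hTAAR1; compound dosing: one-point dosing, 3 µM nominal final; schedule: dye loading 75 min at 37 °C, then 30 min room temperature; measured by: calcium fluorescence with Fluo-8; control set: vehicle and agonist controls; replication: n of 1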
M1 ag: human M1 muscarinic receptor agonists, primary screen, Fluo-8 calcium fluorescence, CHO-K1 cells, HTS; CHO-K1 hM1, agonist mode; 0% DMSO, 100% acetylcholine EC100; actives 0.33% (n = 360,000); Muscarinic acetylcholine receptor M1 (Homo sapiens), P11229; AID 588814, 2011; activation, % at 3 µM;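 active means activation above the run's mean compound activation plus 3 SD, cut at about 16% in these data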;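 further: peak over basal fluorescence ratio within a 140 s kinetic read after compound addition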
Numbers without * were called inactive. Outcome played no part in choosing rows. About 4.4% of those tested had a hit in this group.

`CCc1ccc(NC(=O)CC2S/C(=N/N=C3CCCCCC3)NC2=O)cc1` (stereo not given) gave TAAR1 agonist -1.4, CHO-K1 Ca PAM 7.7, M1 ag parental -0.2, M1 antag -14.8, M1 PAM 19.0, CHO-K1 Ca antag -8.7, TAAR1 antagonist -42.5 and M1 ag -0.8.
For Cc1cc(C)n(C(=O)c2c([N+](=O)[O-])cnn2C)n1 the results were TAAR1 agonist -0.4, CHO-K1 Ca PAM 14.4, CHO parental Ca -2.2, M1 ag parental 0.1, M1 antag -23.9, M1 PAM 5.3, CHO-K1 Ca antag -20.1, TAAR1 antagonist -3.0 and M1 ag -3.5.
Screening Cc1cc(C)n(CC(O)COc2cccc(OCC(O)Cn3nc(C)cc3C)c2)n1 (stereo not given) returned TAAR1 agonist 10.6, CHO-K1 Ca PAM 0.9, CHO parental Ca -22.9, M1 ag parental 2.8, M1 antag -18.7, M1 PAM -3.8, CHO-K1 Ca antag 2.3, TAAR1 antagonist -9.8 and M1 ag -0.5.
For Cc1cccc(-n2c(C)nc3sccc3c2=O)c1 the results were TAAR1 agonist 1.9, CHO-K1 Ca PAM 11.1, CHO parental Ca -3.9, M1 ag parental -0.3, M1 antag -11.2, M1 PAM 5.9, CHO-K1 Ca antag -5.0, TAAR1 antagonist -8.9 and M1 ag -5.5.
`O=C(NCc1cccnc1)C1C2C=CC(C2)C1C(=O)Nc1cccc(C(F)(F)F)c1` (stereo not given) gave TAAR1 agonist 3.3, CHO-K1 Ca PAM -10.4, M1 ag parental 0.0, M1 antag 10.9, M1 PAM -6.4, CHO-K1 Ca antag 1.7, TAAR1 antagonist -25.1 and M1 ag -5.2.
Screening O=C(C(=O)N1CCN(c2cccc(Cl)c2)CC1)c1cn(CC(=O)N2CCOCC2)c2ccccc12 returned TAAR1 agonist 4.2, CHO-K1 Ca PAM -0.3, CHO parental Ca -33.5, M1 ag parental 3.4, M1 antag -3.3, M1 PAM 1.7, CHO-K1 Ca antag -11.1, TAAR1 antagonist -16.0 and M1 ag -2.9.
For CN(CC(=O)O/N=C(\N)c1ccc([N+](=O)[O-])cc1)S(=O)(=O)c1ccc2ccccc2c1 the results were TAAR1 agonist 7.2, CHO-K1 Ca PAM 23.5, CHO parental Ca -8.2, M1 ag parental 1.0, M1 antag 3.6, M1 PAM 3.6, CHO-K1 Ca antag -14.1, TAAR1 antagonist 8.5 and M1 ag -3.6.
For CCN(CCO)C(=O)c1ccc2nc(Cc3cccc(Cl)c3)oc2c1 the results were TAAR1 agonist 0.6, CHO-K1 Ca PAM 11.9, CHO parental Ca -13.5, M1 ag parental 0.9, M1 antag -5.5, M1 PAM 3.4, CHO-K1 Ca antag -7.2, TAAR1 antagonist 8.1 and M1 ag -1.6.
Screening COc1ccc(NS(=O)(=O)c2ccc(NC(=S)NC(=O)c3ccc(F)cc3)cc2)nn1 returned TAAR1 agonist 0.9, CHO-K1 Ca PAM 15.5, CHO parental Ca 4.2, M1 ag parental 0.6, M1 antag -18.1, M1 PAM 3.4, CHO-K1 Ca antag -7.8, TAAR1 antagonist 1.5 and M1 ag -5.5.
COc1ccc(N(C)C(=O)c2ccc(NC(=O)CCS(=O)(=O)c3cccs3)cc2)cc1 was read as TAAR1 agonist -0.1, CHO-K1 Ca PAM 12.9, CHO parental Ca -10.7, M1 ag parental 2.0, M1 antag -13.6, M1 PAM 12.9, CHO-K1 Ca antag -8.1, TAAR1 antagonist 7.3 and M1 ag -4.6.
Screening NC(=O)c1ccc(=O)n(Cc2ccc(Cl)cc2Cl)c1 returned TAAR1 agonist 0.6, CHO-K1 Ca PAM -5.7, CHO parental Ca -15.3, M1 ag parental 1.8, M1 antag -19.9, M1 PAM 12.2, CHO-K1 Ca antag -12.4, TAAR1 antagonist -13.7 and M1 ag -4.5.
Nc1c(C(=O)CSc2nc3ccccc3o2)c(=O)[nH]c(=O)n1C1CC1 was read as TAAR1 agonist 14.2, CHO-K1 Ca PAM 4.1, CHO parental Ca -7.5, M1 ag parental 2.0, M1 antag -13.2, M1 PAM 16.1, CHO-K1 Ca antag -11.0, TAAR1 antagonist 15.7 and M1 ag 7.3.
Screening O=c1cc(N2CCc3ccccc32)[nH]c(=O)n1Cc1ccc(F)cc1 returned TAAR1 agonist 3.9, CHO-K1 Ca PAM 26.1, CHO parental Ca -16.3, M1 ag parental 0.5, M1 antag -12.0, M1 PAM 7.0, CHO-K1 Ca antag -10.7, TAAR1 antagonist 11.8 and M1 ag -7.1.
`CC1CCc2sc3ncnc(N4CCN(CCO)CC4)c3c2C1` (stereo not given) gave TAAR1 agonist 2.7, CHO-K1 Ca PAM 7.1, CHO parental Ca -7.4, M1 ag parental 0.3, M1 antag -8.9, M1 PAM 0.6, CHO-K1 Ca antag -11.2, TAAR1 antagonist -4.5 and M1 ag -0.7.
Screening CC1CCCC(C)N1C(=O)CN1C(=O)C(C)(C)Oc2ccc(C(=O)NC3CCCCC3)cc21 (stereo not given) returned TAAR1 agonist 5.8, CHO-K1 Ca PAM 6.5, CHO parental Ca -8.9, M1 ag parental 2.6, M1 antag -4.1, M1 PAM 7.7, CHO-K1 Ca antag -3.4, TAAR1 antagonist 1.7 and M1 ag -2.6.
`C[C@H](CO)N1C[C@H](C)[C@@H](CN(C)C(=O)C2CCCCC2)OCc2cn(nn2)CCCC1=O` gave TAAR1 agonist 1.4, CHO-K1 Ca PAM 12.9, M1 ag parental 0.2, M1 antag -15.8, M1 PAM 6.8, CHO-K1 Ca antag -10.3, TAAR1 antagonist -13.7 and M1 ag -4.8.
`NC(=O)c1nnn(Cc2cc(Cl)c(C(=O)c3ccc(Cl)cc3)c(Cl)c2)c1N` gave TAAR1 agonist 19.8, CHO-K1 Ca PAM 10.4, M1 ag parental 12.8, CHO-K1 Ca antag -1.4 and TAAR1 antagonist 18.1.
`CC(=O)/C(=N/Nc1ccccc1Cl)Sc1nnc(C(O)c2ccccc2)n1-c1ccccc1` (stereo not given) gave TAAR1 agonist 1.5, CHO-K1 Ca PAM -4.3, CHO parental Ca -20.8, M1 ag parental 0.2, M1 antag 0.5, M1 PAM 0.7, CHO-K1 Ca antag 5.8, TAAR1 antagonist 0.3 and M1 ag -4.5.
NC(=O)C1CCN(C(=O)c2ccc(CS(=O)(=O)c3c(Cl)cccc3Cl)o2)CC1 was read as TAAR1 agonist -0.5, CHO-K1 Ca PAM 13.7, CHO parental Ca -1.6, M1 ag parental 0.2, M1 antag -8.9, M1 PAM 3.7, CHO-K1 Ca antag -4.9, TAAR1 antagonist 9.2 and M1 ag -5.7.
For O=C(NNS(=O)(=O)c1ccccc1)c1cccs1 the results were TAAR1 agonist -1.5, CHO-K1 Ca PAM 12.3, CHO parental Ca -3.5, M1 ag parental 11.2, M1 antag 1.2, M1 PAM 4.7, CHO-K1 Ca antag 4.1, TAAR1 antagonist 9.7 and M1 ag -6.5.
For COc1ccc(/C=C/C(=O)Nc2ccc(N3CCOCC3)cc2)cc1 the results were TAAR1 agonist 3.5, CHO-K1 Ca PAM 13.9, CHO parental Ca -7.6, M1 ag parental 0.2, M1 antag -0.6, M1 PAM -6.4, CHO-K1 Ca antag 2.6, TAAR1 antagonist -12.5 and M1 ag -5.1.
`CCOC(=O)C1=C(C)Nc2ncnn2C1c1ccc2c(c1)OCO2` (stereo not given) gave TAAR1 agonist 6.2, CHO-K1 Ca PAM -0.2, CHO parental Ca -3.5, M1 ag parental -0.3, M1 antag -13.6, M1 PAM 5.6, CHO-K1 Ca antag -18.4, TAAR1 antagonist -8.5 and M1 ag -2.7.
For Nc1n[nH]c(C2CC2)c1N=Nc1ccc(Cl)cc1 the results were TAAR1 agonist -1.6, CHO-K1 Ca PAM 15.2, CHO parental Ca -2.5, M1 ag parental 0.2, M1 antag -11.3, M1 PAM 7.1, CHO-K1 Ca antag -6.8, TAAR1 antagonist -5.1 and M1 ag -2.6.
Screening COCCn1c(SCC(=O)NCC2CCCO2)nc2c(c1=O)SC(C)C2 (stereo not given) returned TAAR1 agonist 1.1, CHO-K1 Ca PAM 17.0, CHO parental Ca -5.3, M1 ag parental -0.3, M1 antag -2.1, M1 PAM -2.5, CHO-K1 Ca antag -10.8, TAAR1 antagonist -17.4 and M1 ag -4.4.
For COc1ccccc1C=NNC(=O)C(=O)NN=Cc1ccccc1OC the results were TAAR1 agonist 19.5, CHO-K1 Ca PAM -0.5, M1 ag parental 2.7, M1 antag -0.8, M1 PAM 2.7, CHO-K1 Ca antag -7.2, TAAR1 antagonist 31.5 and M1 ag 2.2.
O=c1c2cnn(-c3ccccc3)c2nc(-c2ccco2)n1-c1ccccc1 was read as TAAR1 agonist 6.5, CHO-K1 Ca PAM 18.4, CHO parental Ca -8.4, M1 ag parental 0.5, M1 antag -12.7, M1 PAM 4.2, CHO-K1 Ca antag -10.2, TAAR1 antagonist -12.6 and M1 ag -3.1.
For CCn1c(=S)sc2c(=O)n(CC(=O)Nc3cc(OC)ccc3OC)c(C)nc21 the results were TAAR1 agonist 1.1, CHO-K1 Ca PAM -6.8, CHO parental Ca -14.2, M1 ag parental 2.4, M1 antag -4.0, M1 PAM 5.7, CHO-K1 Ca antag -1.3, TAAR1 antagonist 0.2 and M1 ag -2.6.
CC(=O)c1ccc(OCCCC(=O)Nc2cccc(-c3nn[nH]n3)c2)cc1 was read as TAAR1 agonist -0.5, CHO-K1 Ca PAM -16.2, CHO parental Ca -2.6, M1 ag parental -0.4, M1 antag -7.1, M1 PAM 18.1, CHO-K1 Ca antag -4.4, TAAR1 antagonist 5.7 and M1 ag 1.1.
For Cc1ccc(N=Cc2c(O)cc(C)oc2=O)c(C)c1 the results were TAAR1 agonist 15.5, CHO-K1 Ca PAM 20.9, CHO parental Ca -0.7, M1 ag parental 9.4, M1 antag -2.8, M1 PAM 2.9, CHO-K1 Ca antag -10.1, TAAR1 antagonist -4.1 and M1 ag -1.8.
O=C(NC1CC1)c1ccc(NS(=O)(=O)c2ccc(F)cc2)cc1 was read as TAAR1 agonist 0.7, CHO-K1 Ca PAM 17.4, CHO parental Ca -2.9, M1 ag parental 1.4, M1 antag -23.0, M1 PAM 7.2, CHO-K1 Ca antag -8.5, TAAR1 antagonist -5.4 and M1 ag 0.6.
